Compound activity (PubChem BioAssay)
H9c2 protect – cardioprotection against H2O2-induced cell death, primary screen, uHTS, H9c2 cells, ATPLite luminescence | protection from H2O2 cell death, % at 20 µM | H9c2 cardiomyocytes, H2O2 injury protection, 2 h | 0.63% of 360,000 active | AID 588492, 2011;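 active = compounds giving at least 50% protection of heart cells from peroxide-induced death in the single-dose screen, raw or plate-pattern-corrected value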;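 also: 0% = DMSO wells with peroxide and 100% = DMSO wells without peroxide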
N-glyco inh – increase of ERlucT glycosylation luciferase signal, primary screen, N-linked glycosylation inhibitor project, D54 ERlucT cells, luminescence, set 2; D54 ERlucT glycosylation luciferase reporter, 24 h; percent of 100 nM tunicamycin response; reporter increase, % at 12.5 µM; 0.23% of 360,000 active;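 active = mean luciferase reporter signal, scaled so untreated is 0 and the glycosylation-blocking control 100, at or above a set limit in every replicate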;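 also: luciferase carries N-glycosylation sites so blocking glycosylation raises the light; 0% = median of neutral control wells and 100% = median of 100 nM tunicamycin wells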
ABHD5-PLIN5 inh – ABHD5-PLIN5 interaction inhibitors, primary screen, cell lysate, split luciferase complementation, luminescence. Split G. princeps luciferase complementation, 4 h. 0.78% of 360,000 active. Perilipin-5 (Homo sapiens) + 1-acylglycerol-3-phosphate O-acyltransferase ABHD5 (Homo …. inhibition, % at 4 µM;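 active = inhibition above the mean inhibition across every tested compound plus 3 SD, cut at about 22% in these data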;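 also: 0% = DMSO only wells and the 100% control is not disclosed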
ABCB6 inh MLPCN – ABCB6 transporter inhibitors, primary screen, K562-ABCB6 cells, flow cytometry, MLPCN library. AID 602162, 2011. K562-ABCB6 porphyrin accumulation, 1 h; stronger effect = lower value. 0.19% of 360,000 active. fluorescence ratio to DMSO, % at 10 µM;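 active = fluorescence ratio to DMSO below 75%, the collection mean minus 3 SD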;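 also: signal is porphyrin accumulated inside mitochondria; 100% equals median channel fluorescence of DMSO control wells; lower ratio means ABCB6 inhibition with less porphyrin fluorescence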
MC4R barr agon – MC4R agonists recruiting beta-arrestin, primary screen, cell-based, luminescence, agonist arm of biased-ligand search; activation, % at 8.9 µM; Melanocortin receptor 4 (Homo sapiens), P32245; 0.98% of 360,000 active; U2OS MC4R beta-arrestin complementation; percent of melanotan II response, DMSO zero; AID 540308, 2011;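 active = activation above a per-plate cutoff, the mean activation of sample wells on that plate plus 3 SD, cut at about 8% in these data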
Target sequence (P32245 whole entry, looked up): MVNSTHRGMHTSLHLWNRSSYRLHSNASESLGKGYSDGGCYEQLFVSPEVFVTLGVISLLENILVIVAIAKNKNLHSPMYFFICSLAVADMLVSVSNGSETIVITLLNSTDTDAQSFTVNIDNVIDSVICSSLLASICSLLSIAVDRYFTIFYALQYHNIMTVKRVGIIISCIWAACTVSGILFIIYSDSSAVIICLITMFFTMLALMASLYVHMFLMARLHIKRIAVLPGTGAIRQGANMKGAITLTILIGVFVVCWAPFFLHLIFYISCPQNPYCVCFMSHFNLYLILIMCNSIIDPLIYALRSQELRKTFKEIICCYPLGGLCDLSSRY
Exocytosis inh – LAMP-1 surface exposure blockers, TALL-104 cells – cell-based, flow cytometry, MLPCN library, primary screen; AID 651702, 2012; TALL-104 LAMP-1 surface exposure; cells stimulated with thapsigargin and PMA; 0.66% of 360,000 active; inhibition, % at 10 µM;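 active = inhibition above about 55%, limit read from the data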
PDI inh – inhibitors of human PDI, primary screen, biochemical, turbidity, single point, plate reader | PDI insulin aggregation turbidity, A650, 90 min | inhibition, % at 10 µM | 0.052% of 350,000 active | AID 588391, 2011;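 active = mean inhibition across replicates of 30% or more, whatever share of single replicates reach that level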;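 also: absorbance from insulin aggregation driven by PDI reduction with DTT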
Target sequence (P07237 whole entry, looked up): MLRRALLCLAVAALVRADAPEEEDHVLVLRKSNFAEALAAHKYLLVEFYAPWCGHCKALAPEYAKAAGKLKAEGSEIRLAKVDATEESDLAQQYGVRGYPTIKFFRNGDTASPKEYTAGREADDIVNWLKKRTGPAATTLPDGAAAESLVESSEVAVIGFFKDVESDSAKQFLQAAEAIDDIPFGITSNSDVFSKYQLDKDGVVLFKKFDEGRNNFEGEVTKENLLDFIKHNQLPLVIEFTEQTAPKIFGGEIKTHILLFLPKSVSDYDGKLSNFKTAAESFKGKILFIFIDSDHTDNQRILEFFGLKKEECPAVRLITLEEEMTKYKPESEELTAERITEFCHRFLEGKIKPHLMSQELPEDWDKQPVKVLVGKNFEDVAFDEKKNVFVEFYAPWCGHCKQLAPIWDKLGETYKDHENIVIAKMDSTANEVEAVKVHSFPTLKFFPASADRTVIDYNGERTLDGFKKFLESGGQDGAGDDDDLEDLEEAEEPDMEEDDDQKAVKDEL
CaV13 ICDI inh – Disruptors of the CACNA1D IQ motif to Ca2+-dependent inactivation inhibitor domain association, primary screening, Förster resonance energy transfer in intact living …. HEK cells, CFP/YFP FRET ICDI-IQ, plate reader, 10 min; percent FRET-ratio fall versus neutral wells. inhibition, % at 12.3 µM. 0.098% of 340,000 active;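 active = mean replicate inhibition of at least 30% and at least 1% of replicates passing that level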;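 also: 0% = median of the neutral control wells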
HTR2A ag – mouse Htr2a agonists via beta-arrestin recruitment, primary screen, cell-based, luminescence; 5-hydroxytryptamine receptor 2A (Mus musculus), P35363; CHO-K1 mHTR2A beta-arrestin complementation; percent of 30 µM serotonin response; activation, % at 7.6 µM; 0.66% of 360,000 active; AID 624169, 2012;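 active = activation above a run cutoff, the mean activation of all tested compounds plus 3 SD, cut at about 14% in these data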;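 also: 0% = plate median of compound wells and 100% = 30 µM serotonin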
MC4R antag cAMP – MC4R antagonists of cAMP signaling, primary screen, cell-based, TR-FRET, antagonist arm of biased-ligand search. MC4R-expressing cells, MTII-stimulated cAMP, LANCE TR-FRET. inhibition, % at 6.5 µM. AID 540295, 2011. Melanocortin receptor 4 (Homo sapiens), P32245. 0.48% of 360,000 active;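 active = inhibition above its plate's cutoff, the mean of tested wells on that plate plus 3 SD, cut at about 29% in these data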;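 also: 0% = Melanotan II alone and 100% = Melanotan II plus saturating MCL0020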
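system = U2OS cells with stable human MC4R expression | also added = Melanotan II challenge after compound preincubation | dosing = one concentration, 6.5 µM nominal | incubation = compound 30 min, challenge 1 h, detection 1 h | measured by = TR-FRET with Eu-cAMP and labeled anti-cAMP, 671 nm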
Numbers without * were called inactive; x = not tested or not shown.

Sample of the layout, four compounds:
#1 CCCC1(c2ccccc2)NC(=O)N(CC(=O)Nc2cc(OC)cc(OC)c2)C1=O (centres undefined)
#2 Cc1cc(C)n2nc(SCC(=O)N3CCCCC3C)nc2n1 (centres undefined)
#3 Cc1ccc(N2C(=O)C(O)(C(F)(F)F)C3=C2CC(C)(C)CC3=O)cc1 (centres undefined)
#4 COc1cc(NC(=O)CN(C)S(=O)(=O)c2ccc3c(c2)CC(C)N3C(C)=O)cc(OC)c1 (centres undefined)

Compound,1,2,3,4
ABCB6 inh MLPCN,91,90,111,94
CaV13 ICDI inh,-7,-5,-3,-3
HTR2A ag,-3,-6,-3,-6
N-glyco inh,0,3,1,1
ABHD5-PLIN5 inh,-2,5,1,0
PDI inh,12,12,-15,-5
MC4R barr agon,0.8,-3.0,2.1,-0.7
H9c2 protect,1,-2,8,1
MC4R antag cAMP,1,6,9,5
Exocytosis inh,-6,-6,4,3

The list itself, from the start:
#1 CCCC1(c2ccccc2)NC(=O)N(CC(=O)Nc2cc(OC)cc(OC)c2)C1=O (centres undefined)
#2 Cc1cc(C)n2nc(SCC(=O)N3CCCCC3C)nc2n1 (centres undefined)
#3 Cc1ccc(N2C(=O)C(O)(C(F)(F)F)C3=C2CC(C)(C)CC3=O)cc1 (centres undefined)
#4 COc1cc(NC(=O)CN(C)S(=O)(=O)c2ccc3c(c2)CC(C)N3C(C)=O)cc(OC)c1 (centres undefined)
#5 CCCCC[C@@H](C)N1C[C@@H](COCc2ccccc2)Oc2cc(N3CC[C@H](N(C)C)C3)ccc2S1(=O)=O
#6 CC(C)CCCNc1nc(N2CCOCC2)nc(N2CCOCC2)n1
#7 Cc1cccc(C)c1NC(=O)C(=O)NCc1ccccn1
#8 CCNC(=O)NC(=O)COC(=O)CCCSc1nc2ccccc2s1

Compound,1,2,3,4,5,6,7,8
ABCB6 inh MLPCN,91,90,111,94,104,98,90,97
CaV13 ICDI inh,-7,-5,-3,-3,-7,-5,-4,-3
HTR2A ag,-3,-6,-3,-6,0,-3,11,-1
N-glyco inh,0,3,1,1,x,0,1,3
ABHD5-PLIN5 inh,-2,5,1,0,11,1,4,0
PDI inh,12,12,-15,-5,x,-10,-4,7
MC4R barr agon,0.8,-3.0,2.1,-0.7,x,0.0,1.7,3.2
H9c2 protect,1,-2,8,1,x,-5,-3,5
MC4R antag cAMP,1,6,9,5,x,8,3,26
Exocytosis inh,-6,-6,4,3,56*,2,0,0

#9 c1ccc(Nc2nnc(-c3cccc4ccccc34)o2)cc1
#10 CCCCn1nnnc1SCC(=O)c1cc(Cl)ccc1OC
#11 Cc1nn(-c2ccccc2)c(C)c1/C=N/N1CCN(c2ccccc2)CC1
#12 Cc1cccc(N(Cc2ccccc2)C(=O)c2ccccc2S(C)(=O)=O)c1
#13 CCC(C)(C(=O)NC1CCCC1)N(C(=O)CC1NC(=O)NC1=O)c1ccc(C)cc1 (centres undefined)
#14 COc1ccc(-c2nc(CN3CCC(C(=O)N4CCOCC4)CC3)c(C)o2)cc1OC
#15 COc1ccc(NC(=O)c2cccc3c(Br)cccc23)cc1
#16 Cc1ccc(C)c(C(=O)COC(=O)c2cc([N+](=O)[O-])ccc2NCCO)c1

Compound,9,10,11,12,13,14,15,16
ABCB6 inh MLPCN,99,91,92,95,89,100,101,94
CaV13 ICDI inh,-13,-5,-8,-6,-5,-2,1,-5
HTR2A ag,-7,5,-2,8,1,-1,-9,-4
N-glyco inh,-2,0,0,1,-1,0,1,-1
ABHD5-PLIN5 inh,-3,-1,2,0,-3,4,-5,-1
PDI inh,-4,-3,-2,7,-3,6,-1,1
MC4R barr agon,17*,1.3,1.4,-2.0,-2.3,0.6,12*,-2.6
H9c2 protect,-8,1,-2,-4,4,-1,-1,-3
MC4R antag cAMP,7,15,17,1,3,5,5,-5
Exocytosis inh,-1,-1,0,-17,-3,-5,-13,2

#17 Cc1cc(=O)n2c3ccccc3n(CC(O)CN3CCC(C)CC3)c2c1C#N (centres undefined)
#18 O=C(Nc1ccccc1N1CCOCC1)c1cccc2c(Br)cccc12
#19 CC(Sc1nnnn1C)C(=O)NC1CCCC1 (centres undefined)
#20 COc1ccc(CCNC(=O)C(=O)N2CCCC2)cc1OC
#21 COc1ccc(-c2cc(C)nc(SCc3cccc(C(=O)O)c3)n2)cc1
#22 Cc1c(O)ccc2c(CN3CCOCC3)cc(=O)oc12
#23 Cc1ccc(S(=O)(=O)N2CCCCC2)cc1C(=O)N1CCCC1
#24 CC(C)[C@H](NC(=O)N1CCn2c1nc1ccccc12)C(=O)N1CCCCC1

Compound,17,18,19,20,21,22,23,24
ABCB6 inh MLPCN,92,104,93,90,96,98,102,98
CaV13 ICDI inh,-1,-4,-5,-2,-6,-17,-5,-3
HTR2A ag,-2,-6,0,-4,0,-2,1,-4
N-glyco inh,2,-4,6,4,1,-1,1,0
ABHD5-PLIN5 inh,5,-2,-2,-1,5,6,1,4
PDI inh,-3,5,-5,3,-11,20,4,0
MC4R barr agon,-0.3,1.9,-0.6,-0.6,-0.2,-1.8,-3.9,0.9
H9c2 protect,0,-8,5,6,14,25,-2,1
MC4R antag cAMP,1,9,-1,9,13,-4,3,2
Exocytosis inh,1,0,-2,4,-2,0,-1,-2

#25 CCOC(=O)CSc1ccc2nnc(-c3cccnc3)n2n1
#26 COc1cc(-c2nnc(SCC(=O)Nc3ccc4c(c3)OCCO4)o2)cc(OC)c1OC
#27 COc1ccc(NC(=O)C2CCN(S(=O)(=O)c3c(C)noc3C)CC2)cc1
#28 O=C(O)C(c1ccccc1)c1ccccc1
#29 Oc1cccc(-c2nc3ccc4ccccc4c3c3c2CCC3)c1
#30 C=CCc1c(C)nc(-c2ccccc2)nc1N/N=C/c1ccccc1
#31 CC(C)CNC(=O)CN1C(=O)NC(Cc2c[nH]c3ccccc23)C1=O (centres undefined)
#32 Cc1cc(C(=O)Nc2c(F)cc(F)cc2Br)c(C)o1

Compound,25,26,27,28,29,30,31,32
ABCB6 inh MLPCN,96,102,97,98,107,108,99,98
CaV13 ICDI inh,-6,-4,-3,x,-5,-2,-5,-5
HTR2A ag,-4,-4,1,0,-2,3,-1,2
N-glyco inh,-1,1,3,-2,-1,-2,-1,4
ABHD5-PLIN5 inh,0,-1,-10,8,-6,-7,-3,23*
PDI inh,1,-2,-2,x,0,8,4,19
MC4R barr agon,-0.5,-1.4,-0.8,-2.1,3.5,1.3,-1.2,0.9
H9c2 protect,8,9,0,2,0,1,-5,7
MC4R antag cAMP,12,8,9,6,9,22,-4,10
Exocytosis inh,1,6,19,-3,2,0,-2,3

#33 CC(C)C[C@@H](CN1CCCC1CN1C(=S)NC[C@@H]1Cc1ccc(O)cc1)N1C[C@H](Cc2ccccc2)N(CC2CCCCC2)C1=S (some centres undefined)
#34 Nc1c(-c2ccccc2)c(CSc2nc3ccccc3[nH]2)nn1-c1ccc(Cl)cc1
#35 COc1ccc(C(=O)Nc2ccc(OC)c([N+](=O)[O-])c2)cc1Br
#36 CCCc1ncc(C(O)(c2ccccc2)c2ccccc2)n1C
#37 CC(=O)c1cccc(NC(=O)N2CCCC2C(=O)Nc2cccc(C)c2C)c1 (centres undefined)
#38 Cc1cccc(C)c1Nc1nnc(SCC(=O)Nc2sccc2C#N)s1
#39 COc1ccc(C(NC(=O)/C=C/c2ccco2)c2ccc(OC)c(OC)c2)cc1OC
#40 C[C@@H]1NS(=O)(=O)[C@H]2C[C@@H]3C=C[C@]2(O3)[C@H]1OC(=O)Nc1ccc(C(F)(F)F)cc1[N+](=O)[O-]

Compound,33,34,35,36,37,38,39,40
ABCB6 inh MLPCN,99,100,102,96,99,101,102,90
CaV13 ICDI inh,-5,-3,-3,-4,-3,-8,-5,-9
HTR2A ag,0,5,24*,-1,4,-2,3,0
N-glyco inh,-9,6,-1,-5,5,1,-1,-1
ABHD5-PLIN5 inh,1,-1,6,3,-1,10,24*,-7
PDI inh,-6,1,-4,5,12,3,5,-3
MC4R barr agon,-3.4,-1.7,-1.2,-1.6,-1.6,-0.8,-1.4,-1.4
H9c2 protect,-12,3,-1,-2,-1,0,5,3
MC4R antag cAMP,0,-6,-6,4,3,-3,1,1
Exocytosis inh,4,17,0,4,-3,-3,-1,-15

#41 Cn1cnnc1SCC(=O)NNC(=O)COc1ccc(Cl)cc1
#42 O=C1OCC/C1=C\c1ccccc1
#43 COc1ccccc1O
#44 Cc1ccc(-n2c(SCC(N)=O)nnc2-c2cccnc2)c(C)c1
#45 Cc1cc(C)n2ncc(C(=O)NCc3ccccc3)c2n1
#46 O=C(Nc1ccc(Cl)c(Cl)c1)OCCNC(=O)c1ccncc1
#47 CCc1ccccc1N(C)C(=O)CCc1nc(-c2ccc(C)cc2)no1

Compound,41,42,43,44,45,46,47
ABCB6 inh MLPCN,96,101,97,102,91,95,101
CaV13 ICDI inh,-12,-2,-4,-4,-5,12,-2
HTR2A ag,12,5,-6,-5,-3,-7,0
N-glyco inh,2,1,-2,0,-2,1,-2
ABHD5-PLIN5 inh,-1,-3,2,-3,2,8,-5
PDI inh,-3,-21,0,2,-3,-3,0
MC4R barr agon,-3.2,-1.4,-2.0,0.6,-1.0,2.8,-0.1
H9c2 protect,4,-10,-1,0,-4,-8,-24
MC4R antag cAMP,2,0,8,0,-5,6,-7
Exocytosis inh,8,-4,-5,-3,-2,1,-13
